MRP-1 activ: MRP-1 activation. 140,000 tested, 0.61% active. H69AR cells + doxorubicin, viability rescue, CellTiter-Glo. viability increase, % at 10 µM;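 active means viability gain under doxorubicin at or above a set limit, the compound median plus 3 SD, cut at about 4.7% in these data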;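 further: MRP-1 overexpressing cells given doxorubicin 25 µM after compound pretreatment; 18-22 h compound pretreatment then 72 h with doxorubicin before readout; 0% = doxorubicin-only wells and 100% = vehicle-treated cells without doxorubicin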
bCat KO growth: beta-catenin-lacking colon tumor cell growth suppression. 140,000 tested, 1.5% active. viability, % at 10 µM. HCT116 beta-catenin knockout viability, CellTiter-Glo, 60 h; hits give low values;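 active means viability at or under a set limit, the compound median less 4 SD, cut at about 6% in these data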;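 further: 0% = Hyamine 1622 control at 20 µM and 100% = untreated cell control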
Measles CPE: protection of cells from measles virus | protection (pct of control), % at 4 µM | Measles virus-infected cells, CPE protection, absorbance | 140,000 tested, 1.5% active | AID 841; in the data active means protection mostly above about 24%, no sharp cut-off; inactive means mostly below about 26%; further: some compounds called inactive have numbers as strong as hits
HCT116 PTEN-null: PTEN-deleted cell growth suppression; HCT116 PTEN-null viability, CellTiter-Glo, 60 h; hits give low values; viability, % at 10 µM; 140,000 tested, 1.2% active;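 active means viability at or below a set limit, 4 SD under the median of all tested compounds, cut at about 3.7% in these data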;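 further: PTEN knockout HCT116 line with beta catenin targeted HCT116 as companion control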
GALR2 blocker: blocks the human galanin receptor 2 | O43603 | GALR2-expressing cells, antagonist mode | inhibition, % at 4 µM | 140,000 tested, 0.39% active; in the data active means inhibition above about 27%;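 further: cells stimulated with galanin 1-16 at roughly its EC80; 0% = agonist challenge control and 100% = basal control without agonist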
Target sequence (O43603 whole entry, looked up): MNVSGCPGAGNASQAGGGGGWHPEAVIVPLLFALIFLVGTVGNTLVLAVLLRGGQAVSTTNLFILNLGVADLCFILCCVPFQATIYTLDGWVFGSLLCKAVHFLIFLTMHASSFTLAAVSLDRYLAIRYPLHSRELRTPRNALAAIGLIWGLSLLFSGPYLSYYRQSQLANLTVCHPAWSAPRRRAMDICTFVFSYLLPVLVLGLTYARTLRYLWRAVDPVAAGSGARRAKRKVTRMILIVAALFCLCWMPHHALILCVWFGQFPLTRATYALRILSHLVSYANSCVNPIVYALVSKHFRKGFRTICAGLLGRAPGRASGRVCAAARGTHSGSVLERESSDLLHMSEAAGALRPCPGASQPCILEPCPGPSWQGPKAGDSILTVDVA
E-sel TNF inh: blocks E-selectin expression induced by TNF alpha; AID 1246; HUVEC TNFa-induced E-selectin immunofluorescence, high content; 120,000 tested, 0.71% active; inhibition, % at 2 µM;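 active means inhibition above the batch mean plus 3 SD, and confirmed as a hit on visual image review, cut at about 43% in these data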;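 further: 0% = TNF-stimulated DMSO wells and 100% = unstimulated control wells; not every result past the cut was called active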
Phagocytosis inh: blocks phagocytosis by macrophages; J774A.1 macrophage IgG-bead phagocytosis, imaging; inhibition, % at 5 µM; 110,000 tested, 0.07% active;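 active means inhibition above the mean of the plate negative controls plus 5 SD, cut at about 13% in these data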;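 further: phagocytic index as fraction of beads internalized from green versus red external bead signal; plate controls were DMSO negative control for no effect and cytochalasin-D positive control for full effect; some results beyond the cut were filed as inactive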
Yeast growth inh: chemicals that inhibit yeast BB579 growth in restrictive medium (lifespan-shortening candidates); AID 804; inhibition, % at 10 µM; S. cerevisiae BB579 growth, OD615, 48 h; 140,000 tested, 0.51% active;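 active means inhibition above a set limit, 3 SD over the mean compound inhibition, cut at about 44% in these data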; further: inactives centre near -24
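System: Saccharomyces cerevisiae DeaD strain BB579, replicative lifespan model yeast. Buffer or medium: restrictive glucose-based CSMM-D medium. Doses: one dose, 10 µM compound with 0.25% DMSO. Timing: 4 h preincubation and 48 h exposure at 30 °C. Detection: turbidity as optical density at 615 nm. Benchmarks: amphotericin B 10 µg/mL, positive.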
NPY Y2 blocker: NPY-Y2 (human) receptor antagonism; P49146; NPY-Y2 expressing cells, antagonist mode; inhibition, % at 2.7 µM; 140,000 tested, 0.99% active; in the data active means inhibition above about 17%;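 further: 0% = vehicle with agonist challenge and 100% = reference antagonist with challenge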
Target sequence (P49146 whole entry, looked up): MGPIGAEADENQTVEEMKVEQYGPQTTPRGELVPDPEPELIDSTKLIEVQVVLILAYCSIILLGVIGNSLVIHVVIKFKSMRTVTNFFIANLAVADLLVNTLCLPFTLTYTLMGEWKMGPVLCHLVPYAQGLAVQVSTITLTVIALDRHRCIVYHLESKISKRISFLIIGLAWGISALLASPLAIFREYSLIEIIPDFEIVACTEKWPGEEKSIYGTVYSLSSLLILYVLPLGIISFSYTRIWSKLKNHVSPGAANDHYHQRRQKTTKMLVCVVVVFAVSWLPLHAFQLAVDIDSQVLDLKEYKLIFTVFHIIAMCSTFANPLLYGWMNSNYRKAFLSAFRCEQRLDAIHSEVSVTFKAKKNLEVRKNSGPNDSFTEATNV
Yeast life ext: extends the lifespan of yeast; 130,000 tested, 0.68% active; inhibition of the nicotinamide effect, % at 10 µM; AID 775; S. cerevisiae growth with nicotinamide, OD615; deaD strain in restrictive glucose medium;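 active means inhibition above a set limit, placed 3 SD over the median of all compounds, cut at about 26% in these data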;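 further: 0% = nicotinamide-treated wells and 100% = cells grown without nicotinamide; some compounds called inactive have numbers as strong as hits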
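Assay system: DeaD-strain S. cerevisiae. Medium: CSMM-D glucose medium, restrictive. Reagent: nicotinamide, 1.5 mM, co-present with compound. Compound: 10 µM single point, 0.25% DMSO. Schedule: culture preincubation 4 h, compound exposure 48 h, both 30 °C. Detection: absorbance at 615 nm.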
* = called active by the depositor; . = not tested or not shown. Hits appear at their usual frequency; about 6.1% have a hit in one of these screens.

molecule | MRP-1 activ | bCat KO growth | Measles CPE | HCT116 PTEN-null | GALR2 blocker | E-sel TNF inh | Phagocytosis inh | Yeast growth inh | NPY Y2 blocker | Yeast life ext
Cc1ccc(C)c(OCCn2cc(/C=C(\C#N)C(=O)NCc3ccco3)c3ccccc32)c1 | -4.2 | 83 | 5 | 91 | -5 | 19 | -7 | -20 | 4 | 5
CCC(C)c1c(O)nc(SCC(=O)c2ccccc2)[nH]c1=O (centres undefined) | -1.6 | 108 | 2 | 107 | -7 | . | 0 | -65 | -1 | 16
Cc1ccc(SCC(=O)N2CC(C)OC(C)C2)cc1 (centres undefined) | -0.1 | 105 | 9 | 103 | 3 | -24 | 0 | -38 | 0 | -4
CSc1ccc(Cn2nnc(C(=O)NCc3ccccc3)c2N)cc1 | 2.0 | 102 | 26 | 96 | -5 | . | 0 | -39 | 13 | -2
CCCCCCCCCn1c2c(c(=N)c3c1CCC3)CCC2 | -7.2 | 1.9* | 8 | 1.6* | 22 | -28 | . | 41 | 37* | .
Oc1ccccc1C1=NCCNC(C(F)(F)C(F)F)=C1 | -2.9 | 95 | 7 | 106 | -6 | -7 | 1 | -41 | -1 | -5
c1ccc(COc2cccc(CN3CCN(c4ccccn4)CC3)c2)cc1 | -2.2 | 81 | 6 | 82 | 13 | -4 | -1 | -23 | 8 | -15
Cc1ccc(S(=O)(=O)N2Cc3ccccc3CC2C(=O)Nc2ccc3c(c2)OCO3)cc1 (centres undefined) | -0.6 | 85 | 16 | 78 | 5 | -8 | 1 | -21 | 3 | -10
CNC(=O)CSc1nnc(COc2ccc(Cl)cc2)n1CCOC | 9.8* | 91 | 28 | 94 | -2 | 15 | -2 | -15 | 0 | -3
CCC(C)NC(=O)c1ccc(NC(=O)C2CCCO2)cc1 (centres undefined) | 0.7 | 98 | 13 | 106 | 1 | . | 2 | -14 | -1 | -4
COc1ccccc1-c1nnc(SCc2ccccn2)n1C | -0.1 | 97 | 4 | 105 | -5 | -21 | 2 | -1 | 1 | -7
CCOC(=O)c1c(C)[nH]c2cc(Br)c(O)cc12 | -2.3 | 74 | 8 | 88 | 23 | -21 | 1 | -54 | 2 | .
O=C(NCCc1ccccc1F)C1CCCN1S(=O)(=O)c1ccccc1 (centres undefined) | -2.8 | 82 | 5 | 92 | 9 | -6 | 0 | 1 | 0 | -13
CC1(C)CC(=O)C2=C(C1)N(CC1CCCO1)C(=O)NC2(C(F)(F)F)C(F)(F)F (centres undefined) | -3.0 | 96 | 13 | 94 | -2 | -30 | -1 | -19 | 0 | -14
CC1Oc2ccccc2N(CC(=O)N2CCCc3ccccc32)C1=O (centres undefined) | -1.3 | 97 | 20 | 85 | -6 | -5 | 0 | -2 | -2 | 0
COc1ccc(NC2CC(=O)N(C(C)C)C2=O)cc1 (centres undefined) | -1.6 | 97 | 3 | 93 | -1 | 10 | 1 | -17 | 2 | 7
CS(=O)(=O)NCCCNc1ccc(Cl)cc1[N+](=O)[O-] | -1.6 | 101 | 10 | 89 | -2 | 5 | 0 | -12 | -2 | -12
CCc1nnc(NC(=O)CSc2nnc(-c3ccc(OC)cc3)n2C)s1 | -1.0 | 89 | 7 | 84 | -2 | -6 | -1 | -34 | -1 | -20
CCCNC(=O)c1cccc(COCC(F)(F)C(F)F)c1 | 0.8 | 98 | -1 | 107 | 4 | -24 | -1 | -25 | 0 | -6
O=C(Oc1ccccc1N1C(=O)C2CC=CCC2C1=O)c1ccc(Br)cc1 (centres undefined) | -2.1 | 95 | 12 | 90 | 0 | 78* | -9 | -10 | 3 | 7
O=c1[nH]c(N/N=C/c2ccccc2Br)nnc1-c1ccccc1 | 4.8* | 84 | 11 | 96 | 2 | 2 | -4 | -55 | 8 | 6
CCOc1ccc2[nH]c(=O)c(CN(Cc3ccco3)C(=O)c3cccc(F)c3)cc2c1 | -0.5 | 105 | 27 | 94 | -1 | -17 | 0 | -54 | 1 | -5
CCCCCCCCNC(=O)c1cccnc1SCC(=O)Nc1ccc(OC)cc1OC | -4.8 | 61 | 15 | 9 | -6 | 5 | 6 | -19 | 4 | 1
Cc1ccc(C(=O)CN(C(=O)c2ccc(Cl)c(Cl)c2)N2C(=O)C3C4C=CC(C4)C3C2=O)cc1 (centres undefined) | -0.5 | 87 | 21 | 92 | 7 | 3 | 0 | -46 | 4 | 6
CC(=O)Oc1ccc(-c2cccc(C(=O)OCC(=O)N(C)c3ccccc3)c2)cc1 | -2.5 | 84 | 14 | 81 | -1 | . | -8 | -15 | 1 | -3

Going on with the list.
Codes: A = MRP-1 activ; B = bCat KO growth; C = Measles CPE; D = HCT116 PTEN-null; E = GALR2 blocker; F = E-sel TNF inh; G = Phagocytosis inh; H = Yeast growth inh; I = NPY Y2 blocker; J = Yeast life ext
> CC(C)C(=O)N1CCN(c2ccc(NC(=O)c3ccc(Br)o3)cc2)CC1
  A: -4.2; B: 105; C: 16; D: 95; E: 4; F: -26; G: -2; H: -9; I: 0; J: -8
> CCOC(=O)c1c(N)nn(C(=O)C(C)C)c1-c1ccccc1
  A: 0.4; B: 100; C: 10; D: 116; E: 3; F: 9; G: 2; H: -30; I: 6; J: -20
> Cc1ccc(-n2c(Cc3cccn3C)nnc2SCC(=O)Nc2ccc3c(c2)OCO3)cc1
  A: -3.1; B: 96; C: 20; D: 88; E: -4; F: .; G: 0; H: -28; I: -2; J: -20
> Cc1nnsc1NC(=O)OCc1ccccc1Cl
  A: -3.3; B: 81; C: 15; D: 92; E: -10; F: 27; G: -2; H: -19; I: 3; J: -28
> COCCn1c(SCc2c(F)cccc2Cl)nc2c1c(=O)[nH]c(=O)n2C
  A: -1.6; B: 102; C: 11; D: 92; E: -7; F: -30; G: 1; H: -65; I: 1; J: -6
> CN1CCN(S(=O)(=O)c2ccc(NC(=O)c3cccs3)cc2)CC1
  A: -3.4; B: 103; C: 1; D: 96; E: -8; F: -22; G: 4; H: -24; I: 1; J: -10
> COC(=O)c1ccc(NC(=O)CSc2nnc(-c3ccncc3)n2C)cc1
  A: 0.8; B: 99; C: 8; D: 104; E: -8; F: -19; G: 0; H: -79; I: 6; J: 5
> COc1ccc(NC(=O)CN(Cc2ccccc2)Cc2ccccc2)cc1S(N)(=O)=O
  A: -2.9; B: 86; C: 26; D: 90; E: -1; F: .; G: -8; H: -5; I: 3; J: -5
> Cc1ccc(C)n1-c1ccc(N2CCOCC2)c(Br)c1
  A: -4.9; B: 20; C: 10; D: 19; E: -2; F: -4; G: -1; H: -8; I: 3; J: -6
> O=c1c2cc(N3CCOCC3)ccc2[nH]c(=S)n1Cc1cccc(Cl)c1
  A: -1.3; B: 97; C: 7; D: 101; E: -3; F: 19; G: .; H: -33; I: 0; J: -14
> O=C(Cn1nnc2c(cnn2-c2ccccc2)c1=O)N1CCN(c2ccccc2F)CC1
  A: -1.7; B: 83; C: 25; D: 81; E: -10; F: 0; G: 1; H: 5; I: 5; J: -4
> COc1ccc(/C=N/Nc2snc(SC)c2C#N)cc1OC
  A: -6.1; B: 56; C: 44*; D: 58; E: 18; F: -5; G: -3; H: -40; I: -2; J: -24
> COc1ccc(N2C(=O)CSC23C(=O)Nc2ccccc23)cc1 (centres undefined)
  A: -2.0; B: 88; C: 1; D: 95; E: -3; F: 21; G: .; H: -24; I: 2; J: .
> CCCCNC(=O)CC1N=C2c3ccccc3N=C(SCC(=O)Nc3ccc(OC)cc3)N2C1=O (centres undefined)
  A: -0.1; B: 87; C: 3; D: 96; E: 6; F: .; G: -2; H: -77; I: -5; J: -1
> Cc1ccccc1CSc1n[nH]c(NS(=O)(=O)c2ccccc2)n1
  A: -0.1; B: 88; C: 6; D: 86; E: 0; F: -22; G: 0; H: -10; I: 3; J: -13
> CCOC(=O)/C(C#N)=C/NC(=O)NC(C)(C)C
  A: -2.6; B: 92; C: 5; D: 95; E: -4; F: 14; G: -1; H: -7; I: 1; J: -6
> CCNS(=O)(=O)c1ccc(NC(=O)Cn2nc(C(F)(F)F)cc2C)cc1
  A: -0.1; B: 106; C: .; D: 106; E: -8; F: -11; G: 1; H: -69; I: 0; J: -10
> CC(=O)NCCOc1nc(N(C)C)nc(N2CCOCC2)n1
  A: -0.7; B: 104; C: 9; D: 103; E: 11; F: -19; G: 1; H: -13; I: 2; J: -8
> Cc1cc(=O)[nH]c(-c2ccccc2)n1
  A: 0.2; B: 94; C: 12; D: 104; E: 6; F: 4; G: -2; H: -50; I: -1; J: -1
> C/C(=N\NC(=O)CC(C)C)c1ccc(Cl)c(Cl)c1
  A: 2.7; B: 87; C: 11; D: 85; E: 2; F: -15; G: 1; H: -12; I: 2; J: -20
> CC(C)CC1NC2(C(=O)N(C)c3ccccc32)C2C(=O)N(C(C)C)C(=O)C12 (centres undefined)
  A: -2.6; B: 96; C: 15; D: 100; E: 4; F: -11; G: 0; H: -15; I: 0; J: -7

In the list so far, these contain a Cl atom.
Codes: A = MRP-1 activ; B = bCat KO growth; C = Measles CPE; D = HCT116 PTEN-null; E = GALR2 blocker; F = E-sel TNF inh; G = Phagocytosis inh; H = Yeast growth inh; I = NPY Y2 blocker; J = Yeast life ext
> CNC(=O)CSc1nnc(COc2ccc(Cl)cc2)n1CCOC
  A: 9.8*; B: 91; C: 28; D: 94; E: -2; F: 15; G: -2; H: -15; I: 0; J: -3
> CS(=O)(=O)NCCCNc1ccc(Cl)cc1[N+](=O)[O-]
  A: -1.6; B: 101; C: 10; D: 89; E: -2; F: 5; G: 0; H: -12; I: -2; J: -12
> Cc1ccc(C(=O)CN(C(=O)c2ccc(Cl)c(Cl)c2)N2C(=O)C3C4C=CC(C4)C3C2=O)cc1 (centres undefined)
  A: -0.5; B: 87; C: 21; D: 92; E: 7; F: 3; G: 0; H: -46; I: 4; J: 6
> Cc1nnsc1NC(=O)OCc1ccccc1Cl
  A: -3.3; B: 81; C: 15; D: 92; E: -10; F: 27; G: -2; H: -19; I: 3; J: -28
> COCCn1c(SCc2c(F)cccc2Cl)nc2c1c(=O)[nH]c(=O)n2C
  A: -1.6; B: 102; C: 11; D: 92; E: -7; F: -30; G: 1; H: -65; I: 1; J: -6
> O=c1c2cc(N3CCOCC3)ccc2[nH]c(=S)n1Cc1cccc(Cl)c1
  A: -1.3; B: 97; C: 7; D: 101; E: -3; F: 19; G: .; H: -33; I: 0; J: -14
> C/C(=N\NC(=O)CC(C)C)c1ccc(Cl)c(Cl)c1
  A: 2.7; B: 87; C: 11; D: 85; E: 2; F: -15; G: 1; H: -12; I: 2; J: -20

Bioassay records as filed in PubChem.
